Bioassay records as filed in PubChem.
Mtb FBA inh – Mtb FBA enzyme inhibitors, primary screen, biochemical, fluorescence, strain H37Rv; 360,000 compounds, 2.3% hits; AID 588726, 2011; inhibition, % at 1 µM; Fructose-bisphosphate aldolase (Mycobacterium tuberculosis (strain ATCC 25618 / H37Rv)), …; purified M. tuberculosis FBA, fluorescence read-out; in the data active means inhibition above about 27%;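 further: 0% = vehicle and 100% = reference inhibitor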
Target sequence (P9WQA3 whole entry, looked up): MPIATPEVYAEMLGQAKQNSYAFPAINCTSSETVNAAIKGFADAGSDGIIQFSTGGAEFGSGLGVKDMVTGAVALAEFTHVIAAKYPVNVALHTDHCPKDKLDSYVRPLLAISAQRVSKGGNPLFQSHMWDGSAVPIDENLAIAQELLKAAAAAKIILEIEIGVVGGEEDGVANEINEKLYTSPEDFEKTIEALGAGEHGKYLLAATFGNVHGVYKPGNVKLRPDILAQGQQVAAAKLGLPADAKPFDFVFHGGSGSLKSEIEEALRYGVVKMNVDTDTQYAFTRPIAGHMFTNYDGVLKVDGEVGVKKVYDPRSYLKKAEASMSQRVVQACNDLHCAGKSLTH
Mtb UGM inh – M. tuberculosis UGM enzyme inhibitors, primary screen, biochemical, fluorescence polarization, single point. UDP-galactopyranose mutase (Mycobacterium tuberculosis (strain ATCC 25618 / H37Rv)), …. purified UGM, fluorescence polarization probe displacement. inhibition, % at 10 µM. 320,000 compounds, 0.06% hits. AID 504406, 2011; in the data active means inhibition above about 10%, passing the limit was not always enough; inconclusive means no clear call, values can overlap the other calls
Target sequence (P9WIQ1 whole entry, looked up): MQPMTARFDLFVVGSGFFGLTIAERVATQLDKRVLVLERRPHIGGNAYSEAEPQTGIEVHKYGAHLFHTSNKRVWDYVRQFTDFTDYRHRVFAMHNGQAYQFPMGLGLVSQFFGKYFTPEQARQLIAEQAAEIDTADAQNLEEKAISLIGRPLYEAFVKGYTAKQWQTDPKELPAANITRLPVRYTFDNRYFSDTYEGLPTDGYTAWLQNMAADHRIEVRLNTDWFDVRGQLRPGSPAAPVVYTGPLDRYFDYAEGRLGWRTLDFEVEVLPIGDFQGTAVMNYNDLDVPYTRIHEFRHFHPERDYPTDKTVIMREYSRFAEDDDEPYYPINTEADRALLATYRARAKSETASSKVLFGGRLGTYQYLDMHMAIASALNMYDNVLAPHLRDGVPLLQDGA
PrPC TRFRET – inhibitors of human cell surface prion protein PrPC, primary screen, cell-based, TR-FRET. Major prion protein (Homo sapiens), P04156. inhibition, % at 13.8 µM. 370,000 compounds, 0.43% hits. TR-FRET read-out. AID 720596, 2013; in the data active means inhibition above about 24%; further: 0% = median of the test wells and 100% = reference compound wells
BoNT-A LC inh2 – BoNT/A light chain protease inhibitors, primary screen, biochemical, flow cytometry, MLPCN library. Botulinum neurotoxin type A light chain protease (Clostridium botulinum A str. ATCC 3502). multiplex microsphere protease substrate cleavage. inhibition, % at 10 µM. 360,000 compounds, 0.17% hits; in the data active means inhibition above about 30%; inconclusive means no clear call, values can overlap the other calls; further: plate controls were buffer without enzyme for full effect and enzyme alone for no effect
GDH-TPI inh – GDH-TPI coupling enzyme inhibitors, primary screen, artefact control for M. tuberculosis FBA inhibitor project, biochemical, absorbance, full deck; AID 588335, 2011; inhibition, % at 4.8 µM; GDH-TPI coupled enzyme counterscreen, NADH absorbance; 360,000 compounds, 1.2% hits;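 further: 0% = DMSO wells and 100% = wells lacking the enzyme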
BioA inh – M. tuberculosis BioA enzyme inhibitors, primary screen, biochemical, plate reader, single point, HTS | purified M. tuberculosis BioA enzyme | inhibition, % at 9.99 µM | 360,000 compounds, 0.096% hits | AID 602481, 2012; in the data active means inhibition above about 40%; inconclusive means no clear call, values can overlap the other calls
BoNT-F LC inh – BoNT/F light chain protease inhibitors, primary screen, biochemical, flow cytometry, MLPCN library; Botulinum neurotoxin type F light chain protease (Clostridium botulinum); Multiplex microsphere protease cleavage assay; inhibition, % at 10 µM; 360,000 compounds, 0.22% hits; AID 588497, 2011; in the data active means inhibition above about 35%, passing the limit was not always enough; inconclusive means no clear call, values can overlap the other calls; further: plate controls were buffer without enzyme for full effect and enzyme alone for no effect
FadD28 binding – inhibitors of FadD28 bisubstrate probe binding, primary screen, biochemical, fluorescence polarization, single point | Mycobacterium tuberculosis FadD28 fatty-acid-AMP ligase | inhibition, % at 12.5 µM | 360,000 compounds, 0.22% hits | AID 588549, 2011; in the data active means inhibition above about 8.5%, passing the limit was not always enough; inconclusive means no clear call, values can overlap the other calls
CCHF vOTU inh – CCHFV vOTU protease inhibitors, primary screen, biochemical, Pep-AMC substrate, fluorescence; AID 651958, 2012; 370,000 compounds, 0.55% hits; inhibition, % at 11.5 µM; further: 0% = vehicle wells with enzyme and 100% = no enzyme wells
Active calls of the source: *; ? = inconclusive; / = no result given; & = joins results of further samples. Unless noted, no stated cut-off is given here; in the data, active means inhibition above about 30%; inactive means the rest.

| molecule | Mtb FBA inh | Mtb UGM inh | PrPC TRFRET | BoNT-A LC inh2 | GDH-TPI inh | BioA inh | BoNT-F LC inh | FadD28 binding | CCHF vOTU inh |
| --- | --- | --- | --- | --- | --- | --- | --- | --- | --- |
| O=C(NCCc1ccccc1)c1ccc(-c2ccccc2Cl)o1 | -0.1 | -2.2 | -1.4 | -0.4 | 3.6 | -0.8 | -2.7 | -8.4 | 2.2 |
| COCCCN(Cc1ccco1)C(=O)Cn1ncc2c(=O)oc3ccc(C)cc3c21 | -2.1 | 1.8 | 5.0 | -0.4 | 16.1 | -3.3 | 6.9 | -0.6 | -17.3 |
| O=c1[nH]c(N2CCOCC2)nc2c1CCCC2 | -1.4 | -1.3 | -7.4 | -0.3 | 5.3 | 1.5 | 1.6 | -2.3 | 2.9 |
| COc1ccc(CCn2ccc(O)c(Cc3ccc(Cl)cc3Cl)c2=O)cc1OC | 0.4 | 2.9 | 8.3 | -0.2 | -2.2 | / | -2.4 | -2.5 | -11.5 |
| Cc1ccc(C(=O)NCc2ccco2)cc1S(=O)(=O)N1CCCC1 | 2.3 | 2.5 | -4.8 | -2.3 | 0.3 | -0.4 | -4.2 | 0.5 | 0.0 |
| O=C(NCc1ccccc1Cl)c1ccc(CSc2nc3ccncc3[nH]2)cc1 | 149.7* | 2.0 | -4.7 | 0.6 | -1.4 | 0.2 | -3.6 | -3.8 | 4.1 |
| Cc1cccc(C)c1Nc1nnc(SCC(=O)c2ccc(Br)s2)s1 | -0.9 | -1.1 | -2.3 | 3.6 | 9.4 | / | 12.4 | -4.8 | 5.8 |
| O=C(Cn1cnc2ccccc21)Nc1ccccc1-c1ccccc1 | -1.6 | 1.6 | 9.8 | 1.6 | -1.6 | -1.1 | ? | -3.0 | -16.5 |
| FC(F)(F)c1nnc2c(Sc3ccc(Cl)cc3)nc3ccccc3n12 | 1.6 | -1.5 | 0.3 | 0.6 | 18.3 | / | -5.3 | -1.0 | -2.9 |
| CC1C(=O)N(Cc2cn(CCC3OCCO3)nn2)CCS(=O)(=O)N1Cc1ccc(-c2cccc(CO)c2)cc1 (stereo not drawn) | -0.6 | / | 1.1 | -0.2 | 5.7 | -0.7 | 4.3 | -0.8 | -11.7 |
| O=c1cc(-c2ccccc2)oc2ccccc12 | -1.9 | -0.4 | 5.3 | -0.3 | 0.0 | 0.7 | -7.3 | -4.3 | 2.3 |
| CCC(C(=O)NCc1ccccc1OC)c1ccccc1 (stereo not drawn) | -1.5 | -0.8 | 0.9 | 0.1 | 3.5 | / | -2.7 | 0.8 | -7.5 |
| C/C(=N/NC(=O)c1ccccc1)C(=O)O | -3.1 | 0.7 | -7.3 | 4.6 | -2.2 | / | 21.4 | -4.3 | 14.8 |
| COC(=O)c1ccc(C(=O)OC)c(NC(=S)N2CCC(C)CC2)c1 | 23.0 | -4.6 | 6.9 | -0.3 | 7.7 | / | 0.7 | 1.6 | -25.8 |
| CC(=O)Nc1ccc(S(=O)(=O)NCC2CCC(C(=O)NCc3ccccc3)CC2)cc1 (stereo not drawn) | 0.3 | -1.9 | 6.8 | 0.0 | 0.0 | / | -5.4 | -2.9 | -4.2 |
| O=C1Nc2ccc(Br)cc2C1Cc1ccccc1F (stereo not drawn) | -3.0 | -1.9 | -0.5 | 1.8 | -2.8 | 0.6 | ? | -6.2 | -6.6 |
| CSC(=S)N(C)C1CCS(=O)(=O)C1 (stereo not drawn) | -3.9 | 1.1 | 0.5 | -0.3 | 1.5 | -1.1 | -1.6 | -5.8 | 14.6 |
| CCOC(=O)c1c(C=O)c(C)n(Cc2ccc(C)cc2)c1C | -2.1 | -0.5 | 5.7 | -0.6 | 10.4 | / | 3.7 | -5.4 | 6.9 |
| Cc1ccc(-c2cc(C(=O)NCCCN3CCOCC3)no2)cc1 | -3.4 | 0.2 | -3.1 | 0.2 | 6.4 | -1.5 | 0.7 | -4.8 | -16.6 |
| COc1ccc(CNC(=O)c2cncc(Br)c2)cc1 | 1.8 | 0.0 | -1.4 | -4.0 | 6.0 | -1.0 | -1.8 | 0.0 | -17.5 |
| CSc1nnc2c3cc(F)ccc3n(C)c2n1 | -0.4 | 0.1 | -9.2 | -3.1 | 11.4 | -1.9 | -7.9 | -0.1 | -11.0 |
| COc1ccc(C(=O)Nc2ccc(S(=O)(=O)NC(C)C)cc2)cc1 | -2.9 | 0.0 | 0.9 | -0.7 | 1.2 | -0.9 | -1.5 | -3.0 | -6.8 |
| O=C1CC(N2CCN(c3ccc(O)cc3)CC2)C(=O)N1Cc1cccs1 (stereo not drawn) | -1.0 | 1.4 | 2.5 | -0.5 | 5.1 | -1.2 | -12.0 | -0.7 | -0.1 |
| Cc1ccc(C(=O)c2nc3c(n2O)CCCC3)cc1 | -5.2 | -2.1 | 9.6 | 0.1 | 19.4 | -1.9 | -0.7 | 0.7 | 8.0 |
| CCOC(=O)CCNCc1ccc(OC)c(OC)c1 | 1.2 | -0.5 | -3.9 | -0.8 | 2.6 | / | 7.6 | -1.3 | -11.3 |
| NS(=O)(=O)c1cccc(NC(=O)CCSc2ccccc2Cl)c1 | -1.8 | -1.3 | 1.1 | -0.2 | -14.2 | 0.5 | 6.0 | -5.0 | 4.8 |
| CCc1ccc(N(CC(=O)NCc2ccco2)C(=O)CCC(=O)Nc2ccccn2)cc1 | -1.6 | -0.4 | 5.2 | -0.5 | 5.0 | -1.4 | -32.3 | 0.9 | 7.5 |
| CC1CCN(S(=O)(=O)c2ccc(NC(=O)Cn3nnc(-c4ccccc4)n3)cc2)CC1 | -2.6 | 1.9 | 9.0 | 1.1 | -4.8 | -0.8 | 0.1 | -2.6 | 17.6 |
| COc1cc2c(c(OC)c1OC)-c1ccc(OC)c(=O)cc1[C@@H](N(C)CC#CCO)CC2 | 6.3 | -0.5 | -7.5 | -4.7 | 17.0 | 2.9 | -21.8 | 0.4 | -7.5 |
| O=C(c1ccc2c(c1)OCO2)N1CCCC(c2ccccc2)C1 (stereo not drawn) | -1.8 | -1.3 | -2.9 | 0.2 | -13.1 | 2.1 | 3.2 | -3.6 | 2.1 |
| O=C1C=C(NCCN2CCOCC2)CC(c2ccccc2)C1 (stereo not drawn) | -3.5 | 1.2 | -4.5 | 0.4 | 1.6 | 2.4 | -0.7 | -2.5 | 13.8 |
| S=c1[nH]nc(-c2cc(-c3ccsc3)n[nH]2)n1-c1ccccc1 | 3.8 | -1.2 | 2.5 | 0.9 | 5.2 | 3.0 | -3.2 | -1.2 | -3.1 |
| O=C(CCCOc1ccccc1)Nc1nnc(C2CCCO2)s1 (stereo not drawn) | 1.4 | -0.7 | 4.5 | -0.2 | 3.7 | 0.1 | 3.2 | 0.7 | -12.6 |
| CCC(=O)N1c2ccc(C)cc2C2=NNC(=S)NC21O (stereo not drawn) | 4.4 | 1.0 | 1.6 | -0.3 | 6.8 | 0.8 | -12.1 | 0.3 | 6.1 |
| CCc1nnc(NS(=O)(=O)c2ccc(NC(=O)/C=C/C(=O)O)cc2)s1 | 0.7 | -0.2 | 2.6 | -1.2 | -8.6 | 0.5 | ? | -2.8 | -10.7 |
| COc1ccc(CC(=O)Oc2ccc(C)cc2Br)cc1OC | -1.0 | -1.5 | -1.5 | 8.4 | 2.2 | -2.9 | 22.4 | -0.5 | 3.9 |
| CC(C(=O)NCc1ccco1)n1ccc2cc(S(=O)(=O)N3CCCC3)ccc21 (stereo not drawn) | -1.2 | -0.4 | -2.9 | -1.4 | -0.4 | 0.1 | -7.2 | -1.8 | -7.3 |
| O=C(NCCc1ccccc1)C1CCN(S(=O)(=O)N2CCCCC2)CC1 | -0.1 | -2.6 | 0.7 | 1.6 | 0.0 | 2.2 | 3.9 | -2.8 | 2.3 |
| CCCC(C)c1nnc(NC(=O)C2CCCO2)s1 (stereo not drawn) | -1.5 | -0.8 | -5.5 | 1.3 | -1.2 | -0.9 | -2.2 | 1.2 | -2.3 |
| COc1cccc(-c2cc(C(=O)Nc3cccc(O)c3)no2)c1 | 4.8 | 1.1 | 13.0 | -2.6 | 2.8 | -1.2 | -4.8 | -4.7 | 3.1 |
| COc1ccc(C2Nc3ccccc3C(=O)N2NS(=O)(=O)c2ccc(C)cc2)c(OC)c1 (stereo not drawn) | 11.2 | -2.8 | 7.7 | -3.2 | 4.7 | 1.5 | -22.6 | -1.5 | -12.1 |
| CC(=O)NC(CCCN1C(=O)c2ccccc2C1=O)c1nnn(C)n1 (stereo not drawn) | 3.4 | 0.4 | -5.5 | -0.6 | -4.0 | / | -4.3 | -0.5 | -2.6 |
| O=C(COC(=O)c1ccc2ncsc2c1)NCc1ccc(F)cc1 | -4.2 | 0.6 | 2.4 | -1.7 | -2.1 | -1.6 | -1.1 | -4.2 | -3.4 |
| Cc1ccc(OC(=O)N(C)C[C@@H]2OCc3cnnn3CCCC(=O)N([C@@H](C)CO)C[C@@H]2C)cc1 | 1.4 | / | -2.7 | -0.2 | 1.9 | 0.0&0.6&-0.3 | 1.0 | 1.2 | 0.8 |
| O=C1NC[C@@H](CCCCN2C[C@H](Cc3ccc(O)cc3)N(CCc3ccccc3)C(=O)C2=O)N(CCc2ccccc2)C1=O | / | / | -2.5 | 0.6 | / | / | 11.4 | / | -6.2 |
| CCOC(=O)c1c(C)[nH]c(C(=O)COC(=O)CCC2CCCC2)c1C | 0.4 | 1.7 | 0.0 | 1.6 | 15.7 | -3.7 | -0.9 | -1.0 | 0.9 |
| COc1cc(C(=O)NC2CC3CCCC(C2)N3C2CC2)cc(OC)c1OC (stereo not drawn) | 4.1 | 0.9 | 2.6 | 1.6 | -4.1 | 0.7 | 13.7 | -3.4 | -9.1 |
| Cc1ccc(CC(=O)N2CCN(c3ccc([N+](=O)[O-])cc3)CC2)cc1 | -6.5 | 0.8 | -17.9 | / | 21.4 | 2.0 | / | 1.8 | 13.8 |
| Cc1ccc(CN2CCC(=O)N2)cc1 | 10.8 | -1.0 | -0.7 | -0.3 | -1.4 | -1.5 | -0.8 | -0.2 | -14.5 |
| COc1ccc(C(C(=O)NC2CCCC2)N(CCO)C(=O)Cn2nnc(-c3ccc(C)o3)n2)cc1 (stereo not drawn) | 0.8 | -3.1 | -1.1 | 0.6 | 1.6 | -1.7 | -5.2 | -1.2 | -1.2 |

Exported with each value named: three of the compounds above
COc1ccc(CCn2ccc(O)c(Cc3ccc(Cl)cc3Cl)c2=O)cc1OC
  Mtb FBA inh: 0.4
  Mtb UGM inh: 2.9
  PrPC TRFRET: 8.3
  BoNT-A LC inh2: -0.2
  GDH-TPI inh: -2.2
  BioA inh: /
  BoNT-F LC inh: -2.4
  FadD28 binding: -2.5
  CCHF vOTU inh: -11.5
O=C1CC(N2CCN(c3ccc(O)cc3)CC2)C(=O)N1Cc1cccs1 (stereo not drawn)
  Mtb FBA inh: -1.0
  Mtb UGM inh: 1.4
  PrPC TRFRET: 2.5
  BoNT-A LC inh2: -0.5
  GDH-TPI inh: 5.1
  BioA inh: -1.2
  BoNT-F LC inh: -12.0
  FadD28 binding: -0.7
  CCHF vOTU inh: -0.1
COC(=O)c1ccc(C(=O)OC)c(NC(=S)N2CCC(C)CC2)c1
  Mtb FBA inh: 23.0
  Mtb UGM inh: -4.6
  PrPC TRFRET: 6.9
  BoNT-A LC inh2: -0.3
  GDH-TPI inh: 7.7
  BioA inh: /
  BoNT-F LC inh: 0.7
  FadD28 binding: 1.6
  CCHF vOTU inh: -25.8

No enrichment for hits (roughly 4.8% active in at least one column).
